Compound activity deposited in PubChem BioAssay by National Center for Advancing Translational Sciences (NCATS).
GLP1R ag: activates the human GLP-1 receptor. Potency, µM (doses to about 45.6 µM), without a hit: top-dose activation, hits mostly activators. HEK293 GLP-1R CRE-luciferase, luminescence, 4-6 h; cells express a hypersensitive GLP-1R form. 380,000 tested, 0.007% active. P43220; also: % of control where 0% means no effect
Target sequence (P43220 whole entry, looked up): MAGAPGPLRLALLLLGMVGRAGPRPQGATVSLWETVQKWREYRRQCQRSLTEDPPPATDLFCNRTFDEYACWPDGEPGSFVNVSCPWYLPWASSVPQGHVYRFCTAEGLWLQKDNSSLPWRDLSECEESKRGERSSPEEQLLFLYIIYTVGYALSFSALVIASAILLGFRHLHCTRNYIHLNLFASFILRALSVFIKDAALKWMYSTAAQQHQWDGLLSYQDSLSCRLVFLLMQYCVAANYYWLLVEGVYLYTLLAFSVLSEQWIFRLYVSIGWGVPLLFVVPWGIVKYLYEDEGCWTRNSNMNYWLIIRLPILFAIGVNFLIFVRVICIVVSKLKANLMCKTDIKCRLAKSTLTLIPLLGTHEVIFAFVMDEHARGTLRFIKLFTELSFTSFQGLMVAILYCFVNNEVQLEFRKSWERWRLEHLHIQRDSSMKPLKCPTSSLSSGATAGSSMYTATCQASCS
GLP1R inv ag: inverse agonists of human GLP-1 receptor. HEK293 GLP-1R CRE-luciferase, luminescence, 24 h; GLP-1R form is constitutively active. Potency, µM (titrated, usually from 38.3 µM), for the others: top-dose activity change, negative = inhibition, most hits filed as inhibitors. AID 624417. 410,000 tested, 1.6% active; also: % is scaled to controls: 0 for no effect and ±100 for the full control effect; nearly all actives have a fitted effect of over 55% in size
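Inverse agonism was detected as reduced cAMP-driven luciferase luminescence after 24 h compound treatment. The cells were HEK293 clones expressing constitutively active human GLP-1R with the reporter. Reporter-only and GPR119 cell lines served as counterscreen controls.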
KB-V1 cytotox: KB-V1 MDR subline cytotoxicity; KB-V1 MDR cells viability, CellTiter-Glo, 72 h; Potency, µM (doses to about 46.1 µM), for inactives: at the highest dose activity change, negative = cytotoxicity, most hits filed as cytotoxic; 400,000 tested, 3.4% active; also: % is scaled to controls: 0 for no effect and ±100 for the full control effect; nearly all actives have a fitted effect of over 60% in size
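Cytotoxicity via CellTiter-Glo luminescence after 72 h compound exposure at 37 degrees C. Cells: drug-selected KB-V1 line, DMEM phenol-red free plus 10% FBS. Compounds tested at multiple concentrations; normalized data fitted to concentration-effect curves.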
HT1080-NT tox: kills 2HG-producing HT-1080-NT fibrosarcoma cells | HT-1080-NT fibrosarcoma viability, CellTiter-Glo ATP luminescence, 48 h | Potency, µM (doses to about 46.1 µM), for the others: top-dose activity, negative = less viability, hits mostly cytotoxic | 360,000 tested, 1.6% active;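 also: NT is the 2HG producing partner of a matched IDH1 knockdown line; 0% = DMSO-treated cells and -100% = media-only wells without cells; nearly all actives have a fitted effect of over 55% in size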
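HT-1080-NT; 750 cells/well; 5% FBS RPMI; 48 h compound, 37 degrees C; CellTiter-Glo luminescence; curve fitting and curve-class assignment.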
HT1080 IDH1KD tx: toxicity to HT-1080 IDH1 knockdown cells (counter line). AID 686971. HT-1080 IDH1 knockdown viability, ATP luminescence, 48 h. 360,000 tested, 2% active. Potency, µM (doses to about 46.1 µM), without a hit: at the top dose activity, negative = toxicity, hits mostly cytotoxic;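 also: 0% = DMSO wells and -100% = cell-free medium wells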
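CellTiter-Glo luminescence after 48 h compound exposure at 37 degrees C of IDH1-knockdown HT-1080 cells in 5% FBS RPMI. %Activity scaled between DMSO wells and cell-free media wells, with curves fitted and assigned curve classes.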
SW480 rereplic: inducers of DNA re-replication in SW480 colon cancer cells | SW480 DNA re-replication, Hoechst DNA content imaging, 48 h | Potency, µM (highest dose often 46.1 µM), without a hit: at the top dose re-replication activation, most hits filed as activators | 340,000 tested, 1.8% active | AID 624297; also: % of control where 0% means no effect; nearly all actives have a fitted effect of over 55% in size
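SW480 cells exposed to compounds for 48 hr at 37 C, 5% CO2, then Hoechst-stained 40 min. Nuclear DNA content imaged by fluorescence scanning (405 nm excitation, 500-530 nm emission); re-replication scored as increased high-intensity nuclei.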
GLP1R cytotox: cytotoxic in the GLP-1 receptor inverse agonist counter-screen | HEK293 cAMP-luciferase reporter cells, luminescence, 24 h | Potency, µM (series often up to 38.3 µM), for inactives: at the highest dose activity change, negative = inhibition, actives largely listed as inhibitors | 410,000 tested, 0.13% active;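 also: loss of luciferase light is scored as toxicity; % is scaled to controls: 0 for no effect and ±100 for the full control effect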
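Seeding density was 200 cells/uL; after overnight-length (12 h) culture, 23 nL compounds went on for 24 h at 37 °C. Readout used a luciferase detection reagent, luminescence taken after 12 min at room temperature.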
TDP-43 yeast inh: inhibitors of TDP-43 toxicity in yeast | TDP-43 expressing yeast growth rescue, BacTiter-Glo, 24 h | 410,000 tested, 1.8% active | AID 652104 | Potency, µM (highest dose often 46.1 µM), without a hit: at the top dose growth rescue (activation), hits mostly activators; also: % of control where 0% means no effect; nearly all actives have a fitted effect of over 50% in size
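In this qHTS, compounds that restore growth of yeast expressing TDP-43 appear as activators. Cells (OD600=0.02, galactose medium, raffinose-pregrown) are incubated with compound 24 hr at 30 deg C and growth is quantified by BacTiter-Glo.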
KB-3-1 cytotox: KB-3-1 parental cell cytotoxicity | KB-3-1 viability, CellTiter-Glo ATP luminescence, 72 h | Potency, µM (titrated, usually from 46.1 µM), inactives show at the top dose activity change, negative = cytotoxic, actives largely listed as cytotoxic | 400,000 tested, 1.4% active | AID 1347075; also: % is scaled to controls: 0 for no effect and ±100 for the full control effect; nearly all actives have a fitted effect of over 60% in size
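Viability of parental KB-3-1 cells, measured by CellTiter-Glo luminescence, followed a 72 h incubation at 37 °C with pinned compounds in phenol-red-free DMEM containing 10% FBS.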
An asterisk follows results filed as active; ? = inconclusive; . = not tested or not shown; [ ] = another dose, or the depositor's remark. Calls follow the shape of the dose curve; as a rule, active = well fitted curve in the direction sought with a large enough effect; inconclusive = small, poorly fitted or top-dose-only effect, or another doubt; inactive = no such curve, though single readings can be large; an effect the other way counts as inactive or inconclusive. Potency is read from the fitted curve at half-maximal effect.

SMILES | GLP1R ag | GLP1R inv ag | KB-V1 cytotox | HT1080-NT tox | HT1080 IDH1KD tx | SW480 rereplic | GLP1R cytotox | TDP-43 yeast inh | KB-3-1 cytotox
Cc1ccc(Cn2c(C3CCCN3c3nc(-c4ccc(F)cc4)cs3)nc3cc(C(=O)NCCCO)ccc32)cc1 (stereo not given) | 1% | 11% | -11% | ? | ? | ? | -10% | 12% | -1%
CN(CC(O)COc1c(F)cc(Br)cc1F)C1CCCCC1 (stereo not given) | 5% | ? | -29% | -4% | -19% | 12% | -6% | 3% | 6%
COCCCN(C(=O)CSCc1ccc(C)cc1)c1c(N)n(Cc2ccccc2)c(=O)[nH]c1=O | 1% | 6% | 25% | 4% | 7% | -1% | 6% | 23% | 0%
CC(=O)Nc1ccc(S(=O)(=O)NCCc2ccc3c(c2)OCCO3)cc1 | -7% | 5% | 21% | 8% | 12% | . | 1% | 11% | -1%
COCCOC(=O)c1[nH]c2c(c1C)C(=O)CC(c1ccc(N(C)C)cc1)C2 (stereo not given) | -22% | -9% | -4% | 4% | 1% | -3% | -8% | 21% | -1%
O=C(N/N=C/c1ccc(O)cc1)c1ccc(NC(=O)c2ccccc2Br)cc1 | 6% | ? | 5% | -22% | ? | ? | 46% | -8% | -10%
CCC(=O)Nc1sc2c(c1C(=O)Nc1ccc(OC)cc1)CCC(C(C)(C)C)C2 (stereo not given) | . | -14% | 12% | . | . | . | 0% | 5% | 17%
Cc1cccc(-n2c(SCC(N)=O)nc3c(c2=O)C2(CCCCC2)Cc2ccccc2-3)c1 | 8% | ? | 18µM* | -14% | ? | 0% | 3% | -10% | ?
Cn1c(=O)c2c(nc(NCCCCO)n2Cc2ccccc2Cl)n(C)c1=O | . | 24% | -7% | . | . | . | 7% | 0% | -6%
O=C(O)CCC(=O)N1CCN(c2nc(-c3ccccc3Cl)c3cc(Br)ccc3n2)CC1 | 9% | 13% | 28% | -17% | -20% | -1% | 73%[activator] | 10% | 7%
CC(C)C[C@H](NC(=O)c1nc[nH]c1C(=O)NC1CCN(C(=O)OC(C)(C)C)CC1)C(=O)OC(C)(C)C | 1% | ? | -23% | ? | ? | 1% | 10% | 2% | ?
COc1ccc(NC(=O)c2oc3ccccc3c2NC(=O)Cc2coc3ccc(C)cc23)cc1 | . | 8% | 3% | . | . | . | 2% | 7% | 0%
Cc1ccc(N2CC(C(=O)OCC(=O)Nc3cc(C)on3)CC2=O)c(C)c1 (stereo not given) | -2% | 0% | 0% | 11% | 9% | -8% | -6% | -23% | 0%
CCOC(=O)C1(C)CCN1C(=O)c1ccc(OC)c(F)c1 (stereo not given) | 10% | 6% | 5% | 14% | 6% | . | -10% | 8% | 0%
COc1ccc(NC(=O)COC(=O)c2c(C)noc2C)cc1Cl | 14% | 7% | 1% | 9% | 5% | . | -3% | 0% | ?
CCCCC(=O)c1c(C)cc(C)[nH]c1=O | -9% | 10% | 15% | 14% | 8% | -1%[9.22 µM] | -3% | -11% | 3%
Nc1[nH]c(=O)nc2snnc12 | -2% | 6% | ? | -30% | ? | -2% | -9% | 0% | -19%
CC(C)NC(=O)N(C)C[C@@H]1OCc2cnnn2CCCC(=O)N([C@H](C)CO)C[C@@H]1C | 0% | 1% | 6% | 6% | 29% | . | 2% | 17% | 7%
COc1ccccc1N1CCN(C(=O)c2ccc(Br)o2)CC1 | -3% | ? | ? | -5% | -2% | 4% | -10% | ? | -17%
CCOC(=O)C1=CCN(S(=O)(=O)c2ccc(C)cc2)C1c1cccc(F)c1 (stereo not given) | 9% | -34% | ? | -2% | -5% | . | 1% | 29% | -1%
Cc1c(-c2cccs2)[n+](=O)c2c(n1[O-])CCC2 | -8% | 11% | 24% | 6% | 9% | -1% | 4% | -8% | 3%
CCCSc1nnc(CNS(=O)(=O)c2ccc(C)cc2)n1C | -3% | ? | 0% | 10% | 9% | 2% | -3% | -19% | -18%
Cc1ccc(S(=O)(=O)N2CCN(CC(=O)Nc3ccccc3C(=O)NC3CC3)CC2)cc1 | 0% | 11% | ? | 5% | 9% | 0% | -15% | 4% | 2%
Cc1ccc(NC(=O)c2cccs2)cc1NC(=O)c1ccc(F)cc1 | -4% | ? | ? | -23% | ? | 4% | -24% | 9% | ?
COc1ccc(C(=O)NCCCCCCNC(=O)c2ccc(OC)cc2)cc1 | 3% | 21% | -11% | -17% | -14% | -4% | 0% | -9% | -1%
CCN(CC)S(=O)(=O)c1ccc2oc(Nc3ccc(OC)cc3OC)nc2c1 | 11% | ? | ? | ? | ? | 11% | 6% | -2% | -7%
COc1cccc(N2CC(NS(=O)(=O)c3cccnc3)CC2=O)c1 (stereo not given) | 2% | 4% | -1% | 0% | 10% | -43%[inhibitor] | 9% | -16% | -8%
Cn1c(CNC(=O)c2ccc(Cl)cc2)nnc1SCC(=O)Nc1sc2c(c1C#N)CCCC2 | -4% | 0% | ? | -12% | -15% | 6% | -2% | 2% | -12%
CCCCn1c(N)c(N(Cc2ccccc2OC)C(=O)CCSC)c(=O)[nH]c1=O | -5% | 22% | 7% | 7% | 10% | 1% | 7% | 8% | -3%
COc1cccc(N(C(=O)CS(=O)CC(=O)Nc2ccc(F)cc2)C(C(=O)NC2CCCCC2)c2cccs2)c1 (stereo not given) | -7% | -14% | -24% | ? | ? | . | 13% | 9% | ?
CC(=O)c1cccc(NC(=O)N[C@@H](CC(C)C)C(=O)O)c1 | 10% | 0% | 9% | 15% | 5% | -4% | 4% | 2% | 4%
O=C(Nn1c(C2CCCCC2)nc2ccccc2c1=O)c1ccc([N+](=O)[O-])cc1 | 1% | 10% | ? | ? | -10% | -4% | 6% | 1% | 22%
CCC(=O)c1c(NC(CC)CO)cc(C)oc1=O (stereo not given) | 6% | 11% | -31% | 1% | -1% | -6% | -2% | 10%[9.22 µM] | 2%
O=C(CSc1nnnn1-c1ccc(F)cc1)Nc1ccc(N2CCOCC2)c(Cl)c1 | -2% | 0% | -6% | 0% | 0% | -12% | -12% | -18% | 0%
Cc1cc(C(=O)O)c2ccccc2n1 | 5% | 4% | 5% | 1% | -12% | -5% | -12% | -8% | -9%
CCn1cc(C(=O)OCC(=O)c2cc(C)n(-c3ccc(OC(F)F)cc3)c2C)c(=O)c2ccc(C)nc21 | -9% | 13% | 23µM* | -8% | 12% | ? | -3% | 13µM* | -19%
CCOc1cc(/C=C2\SC(=S)N(NS(=O)(=O)c3ccc(C)cc3)C2=O)ccc1O | -7% | 4% | 1% | 2% | -5% | 16% | ? | 5% | -3%
CC1CCN(C(=O)c2cnn(-c3cccc(Cl)c3)c2C2CCN(C(=O)OC(C)(C)C)CC2)CC1 | . | 1% | 7% | . | . | . | 2% | 25% | 8%
C/C(=N/NS(=O)(=O)c1cccc([N+](=O)[O-])c1)c1c[nH]c2ccccc12 | 1% | -5% | -18% | -4% | -2% | 1% | -5% | 17% | -1%
COc1ccc2cc(C3=CC(=O)C[C@H](c4ccc5c(c4)OCO5)C3)ccc2c1 | 17% | 4% | -18% | 13% | 9% | 1% | -2% | 14% | 3%

An excerpt of the results above, as a working copy:
SMILES | GLP1R ag | GLP1R inv ag | KB-V1 cytotox | HT1080-NT tox | HT1080 IDH1KD tx | SW480 rereplic | GLP1R cytotox | TDP-43 yeast inh | KB-3-1 cytotox
CC(=O)c1cccc(NC(=O)N[C@@H](CC(C)C)C(=O)O)c1 | 10% | 0% | 9% | 15% | 5% | -4% | 4% | 2% | 4%
O=C(Nn1c(C2CCCCC2)nc2ccccc2c1=O)c1ccc([N+](=O)[O-])cc1 | 1% | 10% | ? | ? | -10% | -4% | 6% | 1% | 22%
CCC(=O)c1c(NC(CC)CO)cc(C)oc1=O (stereo not given) | 6% | 11% | -31% | 1% | -1% | -6% | -2% | 10%[9.22 µM] | 2%
O=C(CSc1nnnn1-c1ccc(F)cc1)Nc1ccc(N2CCOCC2)c(Cl)c1 | -2% | 0% | -6% | 0% | 0% | -12% | -12% | -18% | 0%

Remaining list, next part.
SMILES | GLP1R ag | GLP1R inv ag | KB-V1 cytotox | HT1080-NT tox | HT1080 IDH1KD tx | SW480 rereplic | GLP1R cytotox | TDP-43 yeast inh | KB-3-1 cytotox
NC(=O)c1ccccc1N=Cc1ccccn1 | -5% | -5% | 15% | -5% | -1% | -20% | 12% | -2% | -8%
COc1ccc(CCNC(=O)C(=O)NN=C2CCCCCCC2)cc1OC | 9% | 4% | -8% | 1% | 5% | -10% | -5% | 15% | 12%
Nc1cccc2c1C(=O)N(CCOc1ccccc1F)C2=O | 10% | ? | 13% | -1% | -2% | ? | 229%[activator] | 0% | -9%
CCc1nnc2c3ccccc3nc(N3CCN(c4cc(C)ccc4C)CC3)n12 | . | 12% | 0% | . | . | . | -4% | -14% | ?
Cc1ccc(-c2nc3ccc(Cl)cc3n2OC(C)C(=O)O)cc1 (stereo not given) | -6% | 25% | ? | 5% | 7% | -6% | -13% | 10% | -12%
O=C(CCNC(=O)c1ccc([N+](=O)[O-])cc1)Nc1ccc(N2CCOCC2)cc1N1CCOCC1 | -4% | 6% | 0% | -4% | 2% | -44%[inhibitor] | -8% | 3% | 1%
O=C(O)CCSc1nnc(SCC(=O)NCC(F)(F)F)s1 | -2% | 9% | 2% | 11% | 14% | -8% | -11% | 1% | 1%
O=C(N/N=C/c1ccc2c(c1)OCO2)c1cc(-c2ccco2)nc2ccccc12 | 14% | ? | ? | 4.1µM* | 3.7µM* | 15µM* | -30% | 0% | ?
CCc1noc(C)c1C(=O)OC(C)C(=O)Nc1ccc(Cl)cn1 (stereo not given) | 7% | ? | 3% | 1% | 5% | -1% | 4% | ? | 2%
CCOc1ccccc1NC(=O)C(OC(=O)c1ccc(CC)cc1)c1ccccc1 (stereo not given) | -2% | ? | -1% | -11% | -2% | -5% | -16% | 4% | ?
Cc1ccccc1NC(=O)CSc1nnc(CNC(=O)c2ccco2)n1C | 0% | 3% | 15% | 2% | 4% | -7% | 2% | 16% | 1%
